ELG1 repair inh = inhibitors of ELG1-dependent DNA repair in HEK293T cells | HEK293T ELG1-luciferase reporter, luminescence, 16 h; DNA damage induced by 5-fluorouridine | Potency, µM (doses to about 46.1 µM), for the others: at the top dose activity change, negative = inhibition, most hits filed as inhibitors | 2.3% of 330,000 active | AID 504467; further: potency means the concentration at half of the fitted maximal effect; on the % scale 0 is the no-effect control and ±100 the full control effect; nearly all actives have a fitted effect of over 55% in size
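Cells (2,000 per well) received 5-fluorouridine plus test compound or DMSO and were incubated 16 hr at 37 °C, 5% CO2. Luciferase activity was read by luminescence 30 min after ONE-Glo addition; signal suppression marked inhibition of damage-induced ELG1 function.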
Eya2 inh = Eya2 (human) phosphatase inhibition | O00167 | recombinant Eya2, OMFP fluorescence dephosphorylation (OMFP is methylfluorescein phosphate) | Potency, µM (top dose mostly 76.9 µM), inactives show top-dose activity, negative = inhibition, usual class: inhibitors | 0.006% of 330,000 active; further: potency means the concentration at half of the fitted maximal effect; on the % scale 0 is the no-effect control and ±100 the full control effect
Target sequence (O00167 whole entry, looked up): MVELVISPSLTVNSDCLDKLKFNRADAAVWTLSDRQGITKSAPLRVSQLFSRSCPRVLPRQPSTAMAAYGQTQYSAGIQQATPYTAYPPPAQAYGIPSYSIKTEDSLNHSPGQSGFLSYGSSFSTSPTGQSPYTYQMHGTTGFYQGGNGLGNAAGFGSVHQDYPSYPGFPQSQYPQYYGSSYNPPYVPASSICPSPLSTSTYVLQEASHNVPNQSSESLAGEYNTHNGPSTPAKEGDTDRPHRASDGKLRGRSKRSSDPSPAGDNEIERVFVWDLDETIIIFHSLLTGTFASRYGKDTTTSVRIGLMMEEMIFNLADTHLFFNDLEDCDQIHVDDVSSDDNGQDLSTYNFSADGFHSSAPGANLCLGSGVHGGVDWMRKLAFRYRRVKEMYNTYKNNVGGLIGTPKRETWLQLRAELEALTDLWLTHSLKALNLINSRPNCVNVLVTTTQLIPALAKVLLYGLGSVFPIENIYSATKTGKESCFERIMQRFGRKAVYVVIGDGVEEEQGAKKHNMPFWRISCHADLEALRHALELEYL
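Eya2 (0.2 uM) preincubated 10 min at ambient with compound, then OMFP substrate added at 50 uM; 10 min reaction in 50 mM HEPES pH 7.5, 50 mM NaCl, 5 uM MgCl2, 0.05% BSA, 1 mM DTT. Fluorescence read at Ex 485/Em 525 nm.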
Tb PFK block = blocks T. brucei phosphofructokinase | O15648 | T. brucei PFK, ADP-Glo luminescence | Potency, µM (doses to about 57.5 µM), for inactives: at the top dose activity, negative = inhibition, most hits filed as inhibitors | 0.17% of 330,000 active | AID 485367;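 further: potency means the concentration at half of the fitted maximal effect; 0% = uninhibited 1x PFK enzyme wells and -100% = no-enzyme wells; nearly all actives have a fitted effect of over 60% in size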
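Activity is normalized to no-enzyme wells (full inhibition) and 1.25 nM enzyme wells (no inhibition). Reaction: 0.5 mM F6P, 0.1 mM ATP, 45 min RT, ADP-Glo luminescence; concentration-response curves fitted and classed by quality.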
A-T KAP1 phos = potential ataxia-telangiectasia treatment; […] A-T fibroblasts, KAP-1 phosphorylation AlphaLISA; neocarzinostatin DNA damage 30 min before lysis; Potency, µM (titrated, usually from 57.5 µM), inactives show at the highest dose activation, most hits filed as activators; 0.19% of 320,000 active; AID 485349; further: potency means the concentration at half of the fitted maximal effect; % of control where 0% means no effect; nearly all actives have a fitted effect of over 45% in size
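hTERT-immortalized A-T patient fibroblasts ([…]), 500 cells/well in OPTI-MEM, 1% FBS, got compounds for 60 min, then NCS for 30 min at 37C. Lysates were then assayed for phospho-KAP-1 by AlphaLISA (anti-pKAP1 donor, anti-KAP1 acceptor beads), 6 hr at 25C.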
Chronic BCR inh = blocks chronic active B-cell receptor signaling. Potency, µM (highest dose often 46.1 µM), inactives show at the highest dose ratio change, negative = lower green/red ratio, usual class: inhibitors. 0.05% of 340,000 active. AID 493014. ABC-DLBCL IkBa-CBG/CBR reporter, luminescence ratio, 4 h; active means well fitted inhibition curve with a large enough effect in the signal ratio, with a control signal flat, not every such curve was filed as active; inconclusive means small, poorly fitted or top-dose-only effect, or effect the other way, or a change in a side signal; the % refers to the signal ratio;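 further: potency means the concentration at half of the fitted maximal effect; plate controls were basal doxycycline-induced cells for no effect and cells given 10 µM MG132 for full effect; MG132 reads +100%, hits lower the ratio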
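Concentration-response series (up to 46 uM) were applied to TMD8 dual-reporter cells for 4 h at 37C with doxycycline. Green/red ratio, after filter-overlap correction, defined %Activity; red signal alone was normalised to basal cells and zero luminescence.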
TSHR antag = human thyrotropin receptor antagonism; P16473; TSHR-expressing cells, TSH-stimulated cAMP HTRF, 2 h; stronger effect = lower value; activity change, negative = inhibition, % at 11.5 µM; 0.2% of 330,000 active; AID 504810;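 active means activity change below a set negative limit, meaning inhibition stronger than a set level, cut at about -70% in these data; inconclusive means activity change between two set negative limits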; further: on the % scale 0 is the no-effect control and ±100 the full control effect
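Antagonism was scored as loss of TSH-driven cAMP in TSHR cells, stimulated with 4nM TSH (EC80) for 2 hours at 37 deg C and detected by homogeneous HTRF competition immunoassay.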
TCR activator = activators of T cell receptors. primary human leukocytes, anti-CD3, IL-2 HTRF, 48 h. Potency, µM (highest dose often 9.22 µM), for the others: at the top dose activation of IL-2 secretion, hits mostly activators. 330,000 tested, under 10 active. AID 504894; further: % of control where 0% means no effect
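HTRF read-out of IL-2 secretion: europium cryptate donor excited at 320nm, d2 acceptor emission at 665nm. Cells were primary human leukocytes incubated 48 hr with compounds and a-CD3 beads, supplying TCR signal only.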
TSG101-PTAP inh = blocks PTAP/TSG101 interaction to inhibit HIV-1 budding. Q99816. Fluorescence polarization, FITC-PTAP peptide / Tsg101 binding. Potency, µM (top dose mostly 115 µM), inactives show at the top dose activity change, negative = inhibition, usual class: inhibitors. 340,000 tested, under 10 active; active means well fitted inhibition curve with a large enough effect in the main read-out, with a control signal flat, not every such curve was filed as active; inconclusive means small, poorly fitted or top-dose-only effect, or effect the other way, or a change in a side signal; inactive means no such curve, though single readings can be large or run the other way; further: potency means the concentration at half of the fitted maximal effect; % of control where 0% means no effect
Target sequence (Q99816 whole entry, looked up): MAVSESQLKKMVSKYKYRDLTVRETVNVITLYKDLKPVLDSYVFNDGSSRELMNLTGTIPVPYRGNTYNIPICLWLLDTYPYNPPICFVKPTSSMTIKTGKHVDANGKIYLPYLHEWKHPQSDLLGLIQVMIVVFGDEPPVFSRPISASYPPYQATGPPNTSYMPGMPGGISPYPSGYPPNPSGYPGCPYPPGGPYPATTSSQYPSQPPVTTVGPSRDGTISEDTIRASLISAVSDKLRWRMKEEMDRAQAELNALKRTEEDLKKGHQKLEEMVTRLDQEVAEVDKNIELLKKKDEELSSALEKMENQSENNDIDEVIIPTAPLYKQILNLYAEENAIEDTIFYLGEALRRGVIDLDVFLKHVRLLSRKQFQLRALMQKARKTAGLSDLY
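FP read-out: FITC-PTAP peptide, 50 nM final, binding Tsg101 binding domain, 10 uM final; 20 min, r.t.; 10 mM HEPES pH 7.5, 0.15 M NaCl, 0.01% Tween 20, 3 mM EDTA, 0.1 mM TCEP.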
Mito fusion yeast = mitochondrial division inhibition or fusion activation; S. cerevisiae fusion-defective mutant growth rescue, CellTiterGlo 48 h; Potency, µM (highest dose often 46.1 µM), without a hit: at the highest dose growth rescue (activation), usual class: activators; 0.23% of 320,000 active;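 further: potency means the concentration at half of the fitted maximal effect; % of control where 0% means no effect; nearly all actives have a fitted effect of over 45% in size; temperature-sensitive fusion mutants such as fzo1-1 at 37 °C on non-fermentable ethanol glycerol medium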
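Growth-rescue viability read-out: after 48 h at the non-permissive 37C in glycerol/ethanol YPEG, yeast mitochondrial fusion mutants are measured by CellTiterGlo luminescence; compounds (23 nl pinned per well) restoring growth score as division inhibitors or fusion activators.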
S-ASM inh = blocks human secretory acid sphingomyelinase; P17405; placental ASM, HMU-PC fluorogenic substrate, 60 min; Potency, µM (highest dose often 57.5 µM), for inactives: at the top dose activity change, negative = inhibition, most hits filed as inhibitors; 0.006% of 340,000 active; AID 504937; further: potency means the concentration at half of the fitted maximal effect
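Fluorescence read-out (Ex 386 nm, Em 447 nm) after stopping the reaction at pH 10. Enzyme: ASM from human placenta; substrate HMU-PC0, 9 uM final; 60 min, 37 °C. Compound preincubation 10 min, ambient temperature.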
Integrin act MD = activators of alpha7 integrin expression for muscular dystrophy; 0.064% of 350,000 active; alpha7betagal myoblasts, beta-gal FDG fluorescence, 48 h; Potency, µM (doses to about 38.3 µM), inactives show at the highest dose activation, actives largely listed as activators;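 further: potency means the concentration at half of the fitted maximal effect; 100% = response of the positive control SU9516; nearly all actives have a fitted effect of over 60% in size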
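Alpha7betagal+/- myoblasts (passage 13) were plated 16-24 hr, then exposed to compounds (1:260 dilution of DMSO stock) for 48 hours at 37C. After MPER lysis, β-galactosidase reporter activity was read as FDG fluorescence (ex 480/em 540) after 30 minutes.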
Active calls of the source: *; [ ] = remark or other dose. Unless noted, the call rests on the fitted dose curve; in most records, active means well fitted curve in the direction sought with a large enough effect; inconclusive means small, poorly fitted or top-dose-only effect, or another doubt; inactive means no such curve, though single readings can be large; an effect the other way counts as inactive or inconclusive.

`COc1ccc(-c2c(C)n([O-])c3c([n+]2=O)CCCCC3)cc1OC` gave ELG1 repair inh 3%, Eya2 inh 7%, Tb PFK block -1%, A-T KAP1 phos 2%, Chronic BCR inh inconclusive, TSHR antag -10, TCR activator 1%, TSG101-PTAP inh -4%, Mito fusion yeast -2%, S-ASM inh 2% and Integrin act MD 5%.
`CC(C)Oc1ccc(C(CC(=O)O)NC(=O)Cc2ccccc2)cc1` (centres undefined) gave ELG1 repair inh 22%, Eya2 inh -10%, Tb PFK block -3%, A-T KAP1 phos 9%, Chronic BCR inh inconclusive, TSHR antag -2, TCR activator -1%, TSG101-PTAP inh -9%, Mito fusion yeast 21%, S-ASM inh 5% and Integrin act MD 43%.
Screening CCOc1ccc(S(=O)(=O)Nc2ccc(C(=O)N3CCC3)cc2)cc1 returned ELG1 repair inh 6%, Eya2 inh 1%, Tb PFK block -8%, A-T KAP1 phos 10%, Chronic BCR inh inconclusive, TSHR antag 10, TCR activator -1%, TSG101-PTAP inh -1%, Mito fusion yeast -1%, S-ASM inh 6% and Integrin act MD 2%.
COc1ccccc1/C=C/C=N/N1CCN(Cc2ccccc2)CC1 was read as ELG1 repair inh -4%, Eya2 inh 1%, Tb PFK block 0%, A-T KAP1 phos -8%, Chronic BCR inh -1%, TSHR antag -12, TCR activator -2%[46.1 µM], TSG101-PTAP inh 1%, Mito fusion yeast 1%, S-ASM inh 4% and Integrin act MD -16%.
COc1ccc(Nc2c3c(c(C#N)c4nc5ccccc5n24)CCC3)cc1 was read as ELG1 repair inh 0%, Eya2 inh -2%, Tb PFK block 7%, A-T KAP1 phos 5%, Chronic BCR inh inconclusive, TSHR antag -39, TCR activator 0%, TSG101-PTAP inh -2%, Mito fusion yeast 3%, S-ASM inh 3% and Integrin act MD 7%.
NC(=O)C1CCN(c2oc(-c3cccs3)nc2S(=O)(=O)c2ccc(Cl)cc2)CC1 was read as ELG1 repair inh -7%, Eya2 inh -8%, Tb PFK block 1%, A-T KAP1 phos -4%, Chronic BCR inh -1%, TCR activator -5%, TSG101-PTAP inh -4%, S-ASM inh -1% and Integrin act MD -31%.
`O=C(NNC(=O)c1cccs1)c1ccc(F)cc1` gave ELG1 repair inh inconclusive, Eya2 inh 8%, Tb PFK block -4%, A-T KAP1 phos 3%, Chronic BCR inh -21%, TSHR antag 14, TCR activator 1%, TSG101-PTAP inh 1%, Mito fusion yeast 4%, S-ASM inh 3% and Integrin act MD -23%.
Cc1c(NC(=O)NC2CCCCC2)cccc1[N+](=O)[O-] was read as ELG1 repair inh 4%, Eya2 inh -9%, Tb PFK block -6%, A-T KAP1 phos 0%, Chronic BCR inh 0%, TSHR antag 6, TCR activator 1%, TSG101-PTAP inh -4%, Mito fusion yeast -1%, S-ASM inh 0% and Integrin act MD inconclusive.
For N#Cc1c(SCc2ccccc2)sc(C(=O)c2ccccc2)c1N the results were ELG1 repair inh 13%, Eya2 inh 4%, Tb PFK block 1%, A-T KAP1 phos -2%, Chronic BCR inh -25%, TSHR antag -2, TCR activator 2%, TSG101-PTAP inh 0%, Mito fusion yeast -2%, S-ASM inh 5% and Integrin act MD -3%.
For O=C(CN1CCCCC1)Nc1ccc(Br)cc1[N+](=O)[O-] the results were ELG1 repair inh inconclusive, Eya2 inh 2%, Tb PFK block -6%, A-T KAP1 phos 2%, Chronic BCR inh 4%, TSHR antag -2, TCR activator 4%, TSG101-PTAP inh -1%, Mito fusion yeast 15%, S-ASM inh -2% and Integrin act MD 13%.
O=[N+]([O-])c1ccc2c(c1)c1ccccc1n2CCO was read as ELG1 repair inh 2%, Eya2 inh -1%, Tb PFK block 1%, A-T KAP1 phos inconclusive, Chronic BCR inh 11%, TSHR antag 20, TCR activator 1%, TSG101-PTAP inh -2%, Mito fusion yeast -1%, S-ASM inh -6% and Integrin act MD 10%.
`COC(=O)c1ccc(OC(=O)CCN2C(=O)C3C4c5ccccc5C(c5ccccc54)C3C2=O)cc1` (centres undefined) gave ELG1 repair inh 2%, Eya2 inh 0%, Tb PFK block -1%, A-T KAP1 phos -2%, Chronic BCR inh -8%, TSHR antag -13, TCR activator -1%[46.1 µM], TSG101-PTAP inh 0%, Mito fusion yeast 0%, S-ASM inh 2% and Integrin act MD 11%.
For O=C(NCCSc1ccc(Cl)cc1)c1ccco1 the results were ELG1 repair inh -3%, Eya2 inh 14%, Tb PFK block 2%, Chronic BCR inh -5%, TSHR antag -1, TCR activator 5%, TSG101-PTAP inh -1%, Mito fusion yeast 0%, S-ASM inh 1% and Integrin act MD 0%.
For C[C@H](NCCc1ccc(O)cc1)[C@H](O)c1ccc(O)cc1 the results were ELG1 repair inh inconclusive, Eya2 inh 12%, Tb PFK block -5%, A-T KAP1 phos 1%, Chronic BCR inh 0%, TCR activator -5%, TSG101-PTAP inh 1%, Mito fusion yeast 1% and S-ASM inh 4%.
`CC(C)Cc1nnc(NC(=O)c2ccc3c(c2)OCCO3)s1` gave ELG1 repair inh inconclusive, Eya2 inh -3%, Tb PFK block -2%, A-T KAP1 phos -3%, Chronic BCR inh inconclusive, TSHR antag 15, TCR activator 10%, TSG101-PTAP inh -12%, Mito fusion yeast 8%, S-ASM inh -4% and Integrin act MD 2%.
COC(=O)c1ccccc1NC(=O)CSc1nnnn1C was read as ELG1 repair inh -2%, Eya2 inh 9%, Tb PFK block 3%, A-T KAP1 phos 9%, Chronic BCR inh -9%, TSHR antag 4, TCR activator -4%[46.1 µM], TSG101-PTAP inh -4%, Mito fusion yeast -1%, S-ASM inh 2% and Integrin act MD 20%.
CCOC(=O)C1CCN(C(=O)CCc2c(C)nc3cc(-c4ccccc4)nn3c2C)CC1 was read as ELG1 repair inh 0%, Eya2 inh 2%, Tb PFK block -1%, A-T KAP1 phos 17%, Chronic BCR inh inconclusive, TSHR antag -17, TCR activator -1%, TSG101-PTAP inh -1%, Mito fusion yeast 1%, S-ASM inh -3% and Integrin act MD -11%.
`CN1C(=O)C(C)(C)N(C(=O)c2cccc([N+](=O)[O-])c2)c2ccccc21` gave ELG1 repair inh -3%, Eya2 inh 1%, Tb PFK block -4%, A-T KAP1 phos 0%, Chronic BCR inh 2%, TSHR antag -4, TCR activator -2%, TSG101-PTAP inh -1%, Mito fusion yeast 0%, S-ASM inh 2% and Integrin act MD 11%.
For Cc1oc2c(c(C)cc3oc(=O)c(CC(=O)NCCCO)c(C)c32)c1C the results were ELG1 repair inh 3%, Eya2 inh 11%, Tb PFK block 1%, A-T KAP1 phos -2%, Chronic BCR inh -1%, TSHR antag -2, TCR activator -1%, TSG101-PTAP inh -7%, Mito fusion yeast 1%, S-ASM inh 112%[activator] and Integrin act MD -4%.
Screening COc1ccccc1NCc1ccc([N+](=O)[O-])s1 returned ELG1 repair inh -5%, Eya2 inh 2%, Tb PFK block -16%, A-T KAP1 phos 0%, Chronic BCR inh 0%, TSHR antag 9, TCR activator 4%[46.1 µM], TSG101-PTAP inh -6%, Mito fusion yeast 5%, S-ASM inh 2% and Integrin act MD 10%.

2 records picked at random from those above:
`O=C(NNC(=O)c1cccs1)c1ccc(F)cc1` gave ELG1 repair inh inconclusive, Eya2 inh 8%, Tb PFK block -4%, A-T KAP1 phos 3%, Chronic BCR inh -21%, TSHR antag 14, TCR activator 1%, TSG101-PTAP inh 1%, Mito fusion yeast 4%, S-ASM inh 3% and Integrin act MD -23%.
`CC(C)Oc1ccc(C(CC(=O)O)NC(=O)Cc2ccccc2)cc1` (centres undefined) gave ELG1 repair inh 22%, Eya2 inh -10%, Tb PFK block -3%, A-T KAP1 phos 9%, Chronic BCR inh inconclusive, TSHR antag -2, TCR activator -1%, TSG101-PTAP inh -9%, Mito fusion yeast 21%, S-ASM inh 5% and Integrin act MD 43%.
